# Screening data deposited in PubChem BioAssay by National Center for Advancing Translational Sciences (NCATS).
# IkB sig inh: inhibitors of IkB signaling in ABC-DLBCL cells. ABC-DLBCL IkBa-CBG/CBR dual luciferase ratio, 4 h; response scale: scaled: untreated 0%, proteasome inhibitor 100%. Potency, µM (doses to about 57.1 µM), inactives show at the top dose IkBa stabilization activation. 110,000 tested, 0.04% active. AID 445; active = well fitted curve in the direction sought with a large enough effect in the signal ratio, not every such curve was filed as active; inconclusive = small, poorly fitted or top-dose-only effect, or a change in a side signal; the % refers to the signal ratio;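 also: the direction sought is a rising ratio; 0% = basal untreated cells and 100% = reference inhibitor full response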
#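 Luminescence ratio of IκBα-fused green versus native red beetle luciferase in OCI-Ly3 cells, 4 h post-doxycycline with compound; red signal alone, scaled from basal (0%) to zero light (-100%), flagged nonspecific or cytotoxic effects.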
# p53ts 39C kill: cytotoxicity in p53ts cells at nonpermissive temperature | Potency, µM (doses to about 46.1 µM), without a hit: at the top dose activity change, negative = cell killing, usual class: cytotoxic | 130,000 tested, 1.5% active | H1299-p53A138V viability at 39C, ATP luminescence, 24 h; also: nearly all actives have a fitted effect of over 55% in size
# p53ts 32C tox: kills p53ts cells at the permissive temperature | H1299-p53A138V at 32C, ATP luminescence viability, 24 h | Potency, µM (titrated, usually from 46.1 µM), inactives show top-dose activity change, negative = cytotoxicity, hits mostly cytotoxic | 130,000 tested, 0.93% active;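 also: 0% = DMSO and -100% = full killing by reference compound; nearly all actives have a fitted effect of over 55% in size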
#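 ATP-content luminescence (ATPlite) read-out after 24 h compound exposure at 32C in H1299-p53A138V cells (600/well). Tested up to 46 uM. Normalized to DMSO (0%) and 100 uM tamoxifen (100% killing); Hill-fit AC50.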
# Imprint erasure: genomic imprint erasure induction; mouse ES Peg3-LacZ reporter, beta-gal luminescence, 40 h; Potency, µM (titrated, usually from 60.7 µM), inactives show at the highest dose activity change, positive = activation, most hits filed as activators; 110,000 tested, 0.02% active; AID 1948;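 also: 0% = negative control wells on the plate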
#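 Each well holds 300 Peg3LacZ-Neo (maternal) female ES cells incubated 40 h at 37C, 5% CO2. LacZ is measured by BetaGlo luminescence, with AC50 and maximum efficacy derived from dose-response curves.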
# An asterisk follows results filed as active; ? = inconclusive; nt = no result given; [ ] = dose if it differs, or a comment. Unless noted, calls follow the shape of the dose curve; as a rule, active = well fitted curve in the direction sought with a large enough effect; inconclusive = small, poorly fitted or top-dose-only effect, or another doubt; inactive = no such curve, though single readings can be large; an effect the other way counts as inactive or inconclusive. Unless noted, % is scaled to controls: 0 for no effect and ±100 for the full control effect; potency is read from the fitted curve at half-maximal effect.
# Every second line gives: IkB sig inh	p53ts 39C kill	p53ts 32C tox	Imprint erasure
- Cc1cccc(NC(=O)C2CCCN(C(=O)Nc3ccccc3)C2)c1C (centres undefined)
→ 0.6%	-10%	5%	-14%
- COc1cccc(C(=O)N(Cc2ccco2)Cc2cc3cccc(C)c3[nH]c2=O)c1
→ ?	7%	-6%	-15%
- CCOc1ccc(OCC)c(NC(=O)CCc2nc3cccnc3n2-c2ccccc2)c1
→ ?	-10%	-8%	-8%[10.9 µM]
- COc1ccc(S(=O)(=O)N2CCN(c3ccc(Cl)c(Cl)c3)CC2)c2ccccc12
→ 0.3%	-14%	4%	-8%[10.9 µM]
- CCCCNC(=O)c1nn(C)c2c1CSc1ccccc1-2
→ ?	-22%	-5%	-20%[10.9 µM]
- COC(=O)CCCCC1SCC(NC(=O)OC)C1NC(=O)OC (centres undefined)
→ 0.5%	-4%	-2%	-4%
- COc1ccccc1CNC(=O)C1CCN(S(C)(=O)=O)CC1
→ -0.1%	-1%	-5%	6%
- CCc1ccc(-c2nc(CN3CCCC(C(=O)NCCc4ccc(OC)c(OC)c4)C3)c(C)o2)cc1 (centres undefined)
→ ?	-14%	-3%	-28%
- Clc1ccc(CSc2ncn(-c3ccccc3)n2)cc1
→ nt	-22%	-8%	nt
- COc1ccc(NC(=O)CSc2nnc(-c3ccccn3)n2N)cc1
→ 3.3%	4%	5%	0%
- COC(=O)CCC(=O)Nc1ccc(C)cc1OC(=O)CCC(=O)OC
→ 4.6%	3%	12%	-2%
- COc1ccc(NC(=O)CSc2nc3c(c(=O)[nH]2)CCC3)cc1OC
→ nt	-1%	-3%	nt
- CC(=O)c1cccc(NC(=O)c2ccc(NS(C)(=O)=O)cc2)c1
→ 0.0%	3%	5%	-10%
- CCCn1ccc2c(OCC(=O)NCc3ccc(C)cc3)cccc2c1=O
→ ?	-15%	-7%	-7%[10.9 µM]
- COc1cccc(Cn2nnc3c(=O)[nH]c(C4CCCN(C(=O)c5ccccc5Cl)C4)nc32)c1 (centres undefined)
→ 0.9%	-11%	6%	-6%[10.9 µM]
- C[N+](C)(C)CCCSc1nc2ccccc2[nH]1
→ 1.3%[11.4 µM]	6%[9.22 µM]	-5%[9.22 µM]	-3%[10.9 µM]
- COc1ccc(-c2cc(NCc3ccc(C)cc3)n3cnnc3n2)cc1
→ ?	?	-17%	-9%[10.9 µM]
- CCO[C@H](c1cc(OC)cc([N+](=O)[O-])c1OC)[C@H](C)/C=C\CC(=O)OC
→ nt	12%[9.22 µM]	8%[9.22 µM]	nt
- COc1ccc(-c2noc(-c3ccccc3Cl)n2)cc1OC
→ 4.2%	?	-29%	-62%[inhibitor]
- COC(=O)CCSc1nccn1Cc1ccccc1
→ -0.3%	1%	0%	4%

# Ordered by value in Imprint erasure (highest first): some entries from above.
smiles | Imprint erasure
COC(=O)CCSc1nccn1Cc1ccccc1 | 4%
COC(=O)CCC(=O)Nc1ccc(C)cc1OC(=O)CCC(=O)OC | -2%
CC(=O)c1cccc(NC(=O)c2ccc(NS(C)(=O)=O)cc2)c1 | -10%

# (next part)
# Every second line gives: IkB sig inh	p53ts 39C kill	p53ts 32C tox	Imprint erasure
- CN(C)Cc1ccccc1-c1cc(N(C)C)ncn1
→ 0.8%[11.4 µM]	-12%	-4%	-12%
- O=C(O)CCCC(=O)NCCCCc1ccccc1
→ 4.2%	3%	22%	-6%
- CCC(C)(C)NC(=O)C(c1cccn1C)N(C(=O)Cn1nnc2ccccc21)c1ccc(F)cc1 (centres undefined)
→ 0.0%	15%	1%	-7%
- COc1ccc2c(CNCc3cccs3)c(C(=O)O)n(Cc3ccc(F)cc3Cl)c2c1
→ ?	11%	1%	-13%[10.9 µM]
- O=C(Cn1c(-c2ccc(Cl)cc2)noc1=O)N1CCN(c2ccccc2F)CC1
→ ?	11%	14%	-14%
- COC(=O)CSc1nc(C(C)C)nc2ccccc12
→ 0.5%	-8%	0%	-8%
- COc1ccccc1CNc1nc(-c2ccco2)nn1C(=O)c1ccccc1[N+](=O)[O-]
→ ?	-2%	?	5%[10.9 µM]
- CC(=O)NCC(=O)N(c1ccccc1)C1(C(=O)NC2CCCCC2)CCCCC1
→ -0.6%	-1%	0%	7%
- Cc1cc(OCC(=O)NCc2nc(-c3ccccc3)no2)c(C)cc1Br
→ -2.3%	-2%	-5%	-2%
- CCOC(=O)CNC(=O)c1cnn2cccnc12
→ 0.6%	12%	-1%	-5%

# Some of the entries so far, tab-delimited.
SMILES	IkB sig inh	p53ts 39C kill	p53ts 32C tox	Imprint erasure
COc1ccc(NC(=O)CSc2nnc(-c3ccccn3)n2N)cc1	3.3%	4%	5%	0%
COC(=O)CCC(=O)Nc1ccc(C)cc1OC(=O)CCC(=O)OC	4.6%	3%	12%	-2%
COc1ccc(NC(=O)CSc2nc3c(c(=O)[nH]2)CCC3)cc1OC	nt	-1%	-3%	nt
CC(=O)c1cccc(NC(=O)c2ccc(NS(C)(=O)=O)cc2)c1	0.0%	3%	5%	-10%
CCCn1ccc2c(OCC(=O)NCc3ccc(C)cc3)cccc2c1=O	?	-15%	-7%	-7%[10.9 µM]
COc1cccc(Cn2nnc3c(=O)[nH]c(C4CCCN(C(=O)c5ccccc5Cl)C4)nc32)c1 (centres undefined)	0.9%	-11%	6%	-6%[10.9 µM]
C[N+](C)(C)CCCSc1nc2ccccc2[nH]1	1.3%[11.4 µM]	6%[9.22 µM]	-5%[9.22 µM]	-3%[10.9 µM]
COc1ccc(-c2cc(NCc3ccc(C)cc3)n3cnnc3n2)cc1	?	?	-17%	-9%[10.9 µM]
CCO[C@H](c1cc(OC)cc([N+](=O)[O-])c1OC)[C@H](C)/C=C\CC(=O)OC	nt	12%[9.22 µM]	8%[9.22 µM]	nt
COc1ccc(-c2noc(-c3ccccc3Cl)n2)cc1OC	4.2%	?	-29%	-62%[inhibitor]
COC(=O)CCSc1nccn1Cc1ccccc1	-0.3%	1%	0%	4%
CN(C)Cc1ccccc1-c1cc(N(C)C)ncn1	0.8%[11.4 µM]	-12%	-4%	-12%
O=C(O)CCCC(=O)NCCCCc1ccccc1	4.2%	3%	22%	-6%
CCC(C)(C)NC(=O)C(c1cccn1C)N(C(=O)Cn1nnc2ccccc21)c1ccc(F)cc1 (centres undefined)	0.0%	15%	1%	-7%
COc1ccc2c(CNCc3cccs3)c(C(=O)O)n(Cc3ccc(F)cc3Cl)c2c1	?	11%	1%	-13%[10.9 µM]
O=C(Cn1c(-c2ccc(Cl)cc2)noc1=O)N1CCN(c2ccccc2F)CC1	?	11%	14%	-14%
COC(=O)CSc1nc(C(C)C)nc2ccccc12	0.5%	-8%	0%	-8%
COc1ccccc1CNc1nc(-c2ccco2)nn1C(=O)c1ccccc1[N+](=O)[O-]	?	-2%	?	5%[10.9 µM]
CC(=O)NCC(=O)N(c1ccccc1)C1(C(=O)NC2CCCCC2)CCCCC1	-0.6%	-1%	0%	7%
Cc1cc(OCC(=O)NCc2nc(-c3ccccc3)no2)c(C)cc1Br	-2.3%	-2%	-5%	-2%

# The results go on:
# Every second line gives: IkB sig inh	p53ts 39C kill	p53ts 32C tox	Imprint erasure
- CN(C(=O)c1ccc2c(=O)n3c(nc2c1)CCCCC3)c1ccccc1
→ 0.7%	7%	21%	-17%
- COc1ccccc1-n1c(SCC(=O)N2CCCCC2)nnc1-c1ccccc1O
→ ?	3%	0%	-2%
- CCOC(=O)c1ccc(CSc2nnc(-c3ccncc3)n2N)cc1
→ 1.0%	-5%	-19%	7%
- Cn1c(=O)n(CCc2ccccc2)c(=O)c2c1nc1n2CCCN1CCc1ccccc1
→ ?	?	?	-27%
- Cc1cc(C)cc(NC(=O)C2CCCN(c3cnccn3)C2)c1 (centres undefined)
→ ?	-9%	15%	-8%[10.9 µM]
- Cc1noc(C)c1C(=O)N1CCC2(CCCN(c3ccccn3)C2)CC1
→ 1.0%[11.4 µM]	17%	6%	nt
- Cc1cccc(Cc2c(C)nc3nc(SCc4ccccc4Cl)nn3c2C)c1
→ 2.2%	2%	3%	-6%[10.9 µM]
- COc1ccccc1Cc1nc(-c2ccc(C)cc2)no1
→ 9.2%	-9%	-1%	-8%
- Cc1ccc(C(=O)Cn2cnc3ccccc3c2=O)cc1
→ nt	-18%	-18%	nt
- Cc1cccc(N(CC(=O)Nc2ccccc2C(F)(F)F)S(=O)(=O)c2ccccc2)c1C
→ ?	15%	9%	-13%[10.9 µM]
- CO[C@@H]1COC(=O)CCC[C@@H](C)[C@H](OC)COC(=O)[C@H](Cc2ccccc2)NC(=O)C/C=C\[C@H]1C
→ nt	-5%[9.22 µM]	0%[9.22 µM]	nt
